# MLL CXXC-DNA inh – MLL CXXC-DNA interaction inhibition. Q03164. Potency, µM (titrated, usually from 115 µM), without a hit: top-dose activity change, negative = inhibition, usual class: inhibitors. 290,000 tested, 0.037% active. AID 2662. MLL-CXXC / FITC-HOXA9 DNA fluorescence polarization; active means well fitted inhibition curve with a large enough effect in the polarisation, with a control signal flat, not every such curve was filed as active; inconclusive means small, poorly fitted or top-dose-only effect, or effect the other way, or a change in a side signal; inactive means no such curve, though single readings can be large or run the other way; the % refers to the polarisation; further: potency means the concentration at half of the fitted maximal effect
# Target sequence (Q03164 whole entry, looked up): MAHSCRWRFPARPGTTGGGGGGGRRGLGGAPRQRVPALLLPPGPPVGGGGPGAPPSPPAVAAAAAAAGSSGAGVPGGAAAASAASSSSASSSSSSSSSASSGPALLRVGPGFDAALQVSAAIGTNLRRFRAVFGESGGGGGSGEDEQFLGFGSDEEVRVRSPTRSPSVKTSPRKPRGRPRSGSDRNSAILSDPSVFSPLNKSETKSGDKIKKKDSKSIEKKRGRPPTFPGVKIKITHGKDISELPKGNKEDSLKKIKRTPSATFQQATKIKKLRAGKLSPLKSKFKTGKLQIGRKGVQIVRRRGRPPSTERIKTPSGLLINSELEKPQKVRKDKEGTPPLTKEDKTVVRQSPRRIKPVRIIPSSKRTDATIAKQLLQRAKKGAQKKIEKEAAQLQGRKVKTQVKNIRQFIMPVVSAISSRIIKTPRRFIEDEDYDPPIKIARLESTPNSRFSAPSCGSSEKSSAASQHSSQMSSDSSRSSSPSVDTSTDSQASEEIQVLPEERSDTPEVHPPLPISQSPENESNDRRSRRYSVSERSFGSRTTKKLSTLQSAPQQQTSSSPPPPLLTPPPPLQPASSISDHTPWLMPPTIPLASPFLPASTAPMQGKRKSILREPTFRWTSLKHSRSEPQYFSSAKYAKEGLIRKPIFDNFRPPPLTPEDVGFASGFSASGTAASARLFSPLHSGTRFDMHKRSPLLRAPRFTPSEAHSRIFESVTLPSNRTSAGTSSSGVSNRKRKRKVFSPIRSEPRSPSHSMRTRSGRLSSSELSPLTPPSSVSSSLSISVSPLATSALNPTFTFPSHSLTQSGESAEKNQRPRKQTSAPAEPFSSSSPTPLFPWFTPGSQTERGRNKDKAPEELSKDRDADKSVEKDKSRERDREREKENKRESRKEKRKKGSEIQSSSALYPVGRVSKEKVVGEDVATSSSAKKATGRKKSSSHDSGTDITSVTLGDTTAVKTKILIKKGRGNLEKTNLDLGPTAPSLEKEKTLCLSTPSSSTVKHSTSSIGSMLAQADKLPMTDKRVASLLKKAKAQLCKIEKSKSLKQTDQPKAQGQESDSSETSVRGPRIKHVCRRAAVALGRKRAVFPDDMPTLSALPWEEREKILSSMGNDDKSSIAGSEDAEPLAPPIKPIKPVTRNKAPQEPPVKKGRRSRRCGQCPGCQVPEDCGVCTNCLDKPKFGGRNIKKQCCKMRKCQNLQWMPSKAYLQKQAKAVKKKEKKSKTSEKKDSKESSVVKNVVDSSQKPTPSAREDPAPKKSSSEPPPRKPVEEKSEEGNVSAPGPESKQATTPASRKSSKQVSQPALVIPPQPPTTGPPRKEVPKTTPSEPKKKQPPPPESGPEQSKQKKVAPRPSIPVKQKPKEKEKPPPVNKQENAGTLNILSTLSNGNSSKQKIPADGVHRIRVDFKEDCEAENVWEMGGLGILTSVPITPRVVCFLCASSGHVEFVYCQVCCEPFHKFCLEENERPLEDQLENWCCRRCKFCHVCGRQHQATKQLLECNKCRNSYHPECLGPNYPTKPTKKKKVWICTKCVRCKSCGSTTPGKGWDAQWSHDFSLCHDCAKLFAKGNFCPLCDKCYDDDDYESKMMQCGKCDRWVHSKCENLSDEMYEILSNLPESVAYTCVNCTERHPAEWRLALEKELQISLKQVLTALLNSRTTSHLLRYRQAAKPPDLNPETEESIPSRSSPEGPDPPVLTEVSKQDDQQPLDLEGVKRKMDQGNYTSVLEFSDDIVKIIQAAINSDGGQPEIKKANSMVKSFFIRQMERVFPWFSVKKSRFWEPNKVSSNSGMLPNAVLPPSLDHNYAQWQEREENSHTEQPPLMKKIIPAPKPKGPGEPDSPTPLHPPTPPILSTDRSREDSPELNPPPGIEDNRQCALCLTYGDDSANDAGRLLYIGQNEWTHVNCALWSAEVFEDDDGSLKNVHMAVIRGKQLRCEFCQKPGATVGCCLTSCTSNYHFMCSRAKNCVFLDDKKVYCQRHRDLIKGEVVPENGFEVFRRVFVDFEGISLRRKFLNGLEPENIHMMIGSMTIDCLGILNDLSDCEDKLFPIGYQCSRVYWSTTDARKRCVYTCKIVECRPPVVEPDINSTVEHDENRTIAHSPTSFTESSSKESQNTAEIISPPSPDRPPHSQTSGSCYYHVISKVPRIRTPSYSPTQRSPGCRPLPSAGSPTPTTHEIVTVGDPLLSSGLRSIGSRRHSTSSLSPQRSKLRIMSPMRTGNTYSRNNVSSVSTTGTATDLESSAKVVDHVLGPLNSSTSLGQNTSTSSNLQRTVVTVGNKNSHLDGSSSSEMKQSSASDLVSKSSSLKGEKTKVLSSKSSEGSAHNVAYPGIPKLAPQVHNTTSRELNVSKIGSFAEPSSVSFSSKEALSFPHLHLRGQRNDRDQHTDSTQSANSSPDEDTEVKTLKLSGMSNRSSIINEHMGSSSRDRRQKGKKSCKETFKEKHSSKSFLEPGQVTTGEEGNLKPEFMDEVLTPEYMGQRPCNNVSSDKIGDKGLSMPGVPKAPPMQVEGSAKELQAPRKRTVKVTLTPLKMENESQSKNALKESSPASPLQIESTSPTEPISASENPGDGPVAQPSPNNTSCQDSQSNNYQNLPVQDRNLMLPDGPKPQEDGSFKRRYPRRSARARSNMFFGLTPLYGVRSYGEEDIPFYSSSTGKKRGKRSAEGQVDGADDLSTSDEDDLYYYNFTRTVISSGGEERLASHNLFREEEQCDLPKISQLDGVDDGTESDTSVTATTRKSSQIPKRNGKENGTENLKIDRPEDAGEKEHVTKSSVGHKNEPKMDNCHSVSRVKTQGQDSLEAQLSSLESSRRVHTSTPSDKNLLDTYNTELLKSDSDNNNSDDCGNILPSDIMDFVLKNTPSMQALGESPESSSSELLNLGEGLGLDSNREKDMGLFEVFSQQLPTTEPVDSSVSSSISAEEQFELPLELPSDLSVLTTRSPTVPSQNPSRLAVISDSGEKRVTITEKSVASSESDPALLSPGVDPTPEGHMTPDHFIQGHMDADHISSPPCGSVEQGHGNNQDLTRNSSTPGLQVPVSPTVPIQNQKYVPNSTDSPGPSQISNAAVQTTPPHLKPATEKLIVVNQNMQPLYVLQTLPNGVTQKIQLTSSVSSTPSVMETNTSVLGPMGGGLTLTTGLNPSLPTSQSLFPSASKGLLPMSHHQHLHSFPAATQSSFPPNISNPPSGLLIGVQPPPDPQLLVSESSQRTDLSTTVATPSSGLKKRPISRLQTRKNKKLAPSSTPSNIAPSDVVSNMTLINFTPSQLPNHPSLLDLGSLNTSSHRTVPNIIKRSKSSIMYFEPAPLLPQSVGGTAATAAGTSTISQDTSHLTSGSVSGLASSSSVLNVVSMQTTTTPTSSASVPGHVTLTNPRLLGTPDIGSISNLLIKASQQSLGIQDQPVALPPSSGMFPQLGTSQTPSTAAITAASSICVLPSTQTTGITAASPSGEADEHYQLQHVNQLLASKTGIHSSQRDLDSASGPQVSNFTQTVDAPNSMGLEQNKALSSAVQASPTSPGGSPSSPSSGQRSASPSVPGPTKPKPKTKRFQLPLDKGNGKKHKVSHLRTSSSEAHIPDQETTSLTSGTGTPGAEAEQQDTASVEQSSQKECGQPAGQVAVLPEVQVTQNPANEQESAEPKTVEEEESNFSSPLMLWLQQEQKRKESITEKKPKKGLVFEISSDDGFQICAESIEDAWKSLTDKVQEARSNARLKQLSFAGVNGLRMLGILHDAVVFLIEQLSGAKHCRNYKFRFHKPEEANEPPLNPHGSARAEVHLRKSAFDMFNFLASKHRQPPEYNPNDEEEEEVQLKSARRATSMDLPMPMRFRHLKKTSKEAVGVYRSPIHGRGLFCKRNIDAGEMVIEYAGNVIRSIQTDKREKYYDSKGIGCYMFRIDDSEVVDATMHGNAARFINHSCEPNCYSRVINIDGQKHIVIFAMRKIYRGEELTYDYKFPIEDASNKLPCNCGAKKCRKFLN
#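 Fluorescence polarization: 7 uM MLL-CXXC (stock) preincubated 5 min with compounds, then 50 nM fluorescein-HOX-A9 DNA (stock) added; 30 min ambient. Buffer 50 mM Tris-HCl pH 7.5, 50 mM NaCl, 1 mM DTT, 0.05% BSA.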
# a7 integrin act – activators of alpha7 integrin expression for muscular dystrophy; alpha7betagal myoblasts, beta-gal FDG fluorescence, 48 h; Potency, µM (top dose mostly 38.3 µM), for the others: at the highest dose activation, hits mostly activators; 350,000 tested, 0.064% active; AID 624291;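 further: potency means the concentration at half of the fitted maximal effect; 100% = response of the positive control SU9516; nearly all actives have a fitted effect of over 60% in size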
#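 alpha7betagal+/- myoblasts (passage 13, 250/well) treated 48 h at 37C with compounds at 1:260 dilution of DMSO stock. Lysed, then beta-galactosidase activity read as FDG fluorescence (ex 480/em 540) after 30 min, with pre-read for autofluorescence.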
# p53 reactivator – restores transcriptional activity of mutant p53; H1299 p53-A138V BP100-luciferase reporter, luminescence, 24 h; Potency, µM (titrated, usually from 92.2 µM), for the others: top-dose activity change, positive = activation, usual class: activators; 320,000 tested, 0.063% active; AID 504706; further: potency means the concentration at half of the fitted maximal effect; % of control where 0% means no effect; nearly all actives have a fitted effect of over 45% in size
#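 H1299 (p53-null), stable ts p53-A138V + BP100-Luc; 1000 cells/well, Opti-MEM/10% FBS; cpd 4 pt, 1:5; 24 h, 37 deg C, 5% CO2; detection reagent 10 min RT; luminescence.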
# A-T KAP1 phos – potential ataxia-telangiectasia treatments restoring KAP-1 phosphorylation | AID 485349 | Potency, µM (titrated, usually from 57.5 µM), without a hit: at the highest dose activation, actives largely listed as activators | 320,000 tested, 0.19% active | […] A-T fibroblasts, KAP-1 phosphorylation AlphaLISA; neocarzinostatin DNA damage 30 min before lysis; further: potency means the concentration at half of the fitted maximal effect; % of control where 0% means no effect; nearly all actives have a fitted effect of over 45% in size
#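 hTERT-immortalized A-T patient fibroblasts ([…]), 500 cells/well in OPTI-MEM, 1% FBS, got compounds for 60 min, then NCS for 30 min at 37C. Lysates were then assayed for phospho-KAP-1 by AlphaLISA (anti-pKAP1 donor, anti-KAP1 acceptor beads), 6 hr at 25C.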
# B2AR arrestin – recruits beta-arrestin to the human beta2-adrenergic receptor | P07550 | beta-arrestin recruitment to beta2AR, cell-based reporter | Potency, µM (titrated, usually from 46.1 µM), for the others: at the top dose activation, most hits filed as activators | 330,000 tested, 0.02% active | AID 492947;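 further: potency means the concentration at half of the fitted maximal effect; 0% = DMSO controls and full agonism = EC100 isoproterenol or metaproterenol; nearly all actives have a fitted effect of over 65% in size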
# TSG101-PTAP inh – blocks PTAP/TSG101 interaction to inhibit HIV-1 budding | Fluorescence polarization, FITC-PTAP peptide / Tsg101 binding | 340,000 tested, under 10 active | Potency, µM (titrated, usually from 115 µM), without a hit: at the top dose activity change, negative = inhibition, usual class: inhibitors | Q99816; active means well fitted inhibition curve with a large enough effect in the main read-out, with a control signal flat, not every such curve was filed as active; inconclusive means small, poorly fitted or top-dose-only effect, or effect the other way, or a change in a side signal; inactive means no such curve, though single readings can be large or run the other way; further: potency means the concentration at half of the fitted maximal effect; % of control where 0% means no effect
#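 Steps: Tsg101 binding domain dispensed (10 uM final), compounds pinned in DMSO, FITC-labeled PTAP-motif peptide added (50 nM final); after 20 min binding at room temperature, polarization measured.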
# TCR act – T cell receptor activation | primary human leukocytes, anti-CD3, IL-2 HTRF, 48 h | Potency, µM (highest dose often 9.22 µM), without a hit: at the top dose activation of IL-2 secretion, hits mostly activators | 330,000 tested, under 10 active | AID 504894; further: % of control where 0% means no effect
#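 Human primary leukocytes + a-CD3 beads + cpd, 48 hr; IL-2 in supernatant by HTRF (ex 320nm / em 665nm). No co-stimulatory signal supplied.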
# TRPV1 ag – agonists of human vanilloid receptor 1 (TRPV1); TRPV1-expressing cells, Fluo-8 calcium influx, agonist mode; activation, % at 8.33 µM; 320,000 tested, 0.19% active; AID 540275; in the data active means activation above about 80%; inconclusive means between about 30% and that limit; further: 0% is about no effect
#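 Cells expressing TRPV1 were dye-loaded with Fluo-8 and read kinetically: 10 s baseline, 3 min after compound (agonist portion), then 2 min after EC20 capsaicin (allosteric enhancer portion). Calcium-bound dye fluorescence at 480/520 nm.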
# ELG1 DNA repair – inhibitors of ELG1-dependent DNA repair in HEK293T cells; HEK293T ELG1-luciferase reporter, luminescence, 16 h; DNA damage induced by 5-fluorouridine; Potency, µM (doses to about 46.1 µM), inactives show at the top dose activity change, negative = inhibition, actives largely listed as inhibitors; 330,000 tested, 2.3% active; AID 504467; further: potency means the concentration at half of the fitted maximal effect; on the % scale 0 is the no-effect control and ±100 the full control effect; nearly all actives have a fitted effect of over 55% in size
#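 Luminescence from the luciferase reporter, measured 30 min after ONE-Glo reagent at room temperature, was the read-out. Beforehand, 2,000 cells per well were exposed for 16 hr at 37 °C to 5-fluorouridine together with compound or vehicle.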
# BRCA1 expr up – increases BRCA1 expression | 380,000 tested, 1.1% active | Potency, µM (top dose mostly 46.1 µM), inactives show at the highest dose activation, hits mostly activators | MCF7-BRCA1-FFLuc reporter, luminescence, 48 h; response scale: scaled: vehicle 0%, 10 µM genistein 100% | AID 624202; further: potency means the concentration at half of the fitted maximal effect; nearly all actives have a fitted effect of over 80% in size; some results filed as inactive show a strong effect at the top dose
#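 Luminescence from a BRCA1-driven firefly luciferase in MCF7 cells was the read-out, taken 15 min after substrate addition following 48 h compound exposure at 37 °C. Data were normalized to a 10 microM genistein control and DMSO vehicle.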
# Starred values were filed as active, the others as inactive; ? = inconclusive; . = no result given; [ ] = another dose, or the depositor's remark. Unless noted, the call rests on the fitted dose curve; in most records, active means well fitted curve in the direction sought with a large enough effect; inconclusive means small, poorly fitted or top-dose-only effect, or another doubt; inactive means no such curve, though single readings can be large; an effect the other way counts as inactive or inconclusive.
SMILES,MLL CXXC-DNA inh,a7 integrin act,p53 reactivator,A-T KAP1 phos,B2AR arrestin,TSG101-PTAP inh,TCR act,TRPV1 ag,ELG1 DNA repair,BRCA1 expr up
COc1cc(C(=O)OCCc2c(C)nc3nc[nH]n3c2=O)cc(OC)c1OC,7%,-3%,-1%,-2%,0.4%,-1%,-3%,0,1%,0%
CCOc1ccccc1CNC(=O)C1CCN(C(=O)c2sccc2-n2cccc2)CC1,-1%,-45%[inhibitor],-14%,.,0.4%,0%,2%,-1,13µM*,3%
C=CCn1c(SCC(=O)Nc2sccc2C(N)=O)nc2ccc(Cl)cc2c1=O,14%,-51%[inhibitor],-13%,2%,-0.2%,-7%,-8%,2,?,-81%
CC(=O)N/C(N)=N/c1nc2cc([N+](=O)[O-])ccc2o1,-1%,-18%,?,-5%,-0.7%,0%,0%,.,?,87%
CCOc1ccc(CCNC(=O)C2CC(=O)N(c3ccc4c(c3)OCCO4)C2)cc1OCC (stereo unspecified),.,-19%,1%,-5%,-0.2%,0%,-1%,-4,-9%,1%
O=C(CCNS(=O)(=O)c1ccc(Cl)cc1)NCc1ccccn1,-8%,14%,-9%,3%,0.1%,-9%,1%,4,2%,-2%
O=C(Nc1ccccc1C(=O)NCCN1CCOCC1)c1ccc(Cl)cc1Cl,1%,-6%,-2%,6%,-0.3%,-5%,-6%,9,-8%,1%
C=CCN(CC=C)C(=O)C(=O)c1cc(C)n(-c2ccc([N+](=O)[O-])cc2)c1C,-1%,2%,15%,-6%,-0.5%,-3%,-2%,.,-18%,-14%
COc1cccc(-c2nc(-c3cccs3)no2)c1,-7%,-5%,?,13%,-0.4%,-2%,-4%,0,?,56%
O=C(Cc1ccc(Cl)cc1)Nc1ncccn1,7%,9%,0%,1%,-0.4%,-2%,-1%,-1,5%,4%
Cc1cc(C(=O)N2CCN(c3ccc([N+](=O)[O-])cc3)CC2)co1,-5%,?,-11%,-8%,0.0%,2%,4%,14,-8%,-16%
CC(=O)c1ccc(OCC(O)CN2CCN(c3ccc(F)cc3)CC2)cc1 (stereo unspecified),-3%,-14%,-3%,-2%,-1.1%,-5%,12%,-3,?,-34%
CCC(C)[C@H](NC(=O)[C@@H]1Cc2ccccc2CN1C(=O)OC(C)(C)C)C(=O)NCC1CCC(C(=O)O)CC1 (stereo partly specified),0%,-20%,2%,-7%,0.0%,-6%,1%,0,21%,-1%
O=Cc1c(C(=O)O)n(CC(=O)O)c2ccccc12,-2%,0%,0%,2%,-0.6%,-1%,-1%[46.1 µM],-3,12%,-6%
CN1CCN(c2ccc(-c3cccc(NC(=O)COc4ccc(Cl)cc4)c3)nn2)CC1,.,6%,11%,-3%,0.0%,-1%,-13%,-3,?,?
CN(c1cccc(NS(=O)(=O)c2cccc([N+](=O)[O-])c2)c1)S(C)(=O)=O,-20%,-4%,8%,1%,0.1%,-3%,.,0,-3%,8%
O=C(c1ccccc1)N(Cc1cccc(Br)c1)C1CCS(=O)(=O)C1 (stereo unspecified),-6%,-8%,-7%,6%,0.1%,-2%,-1%,-9,13%,6%
CCCNC(=O)c1cccc(COCC(F)(F)C(F)F)c1,-2%,8%,-7%,0%,0.4%,-2%,-2%,-1,-2%,1%
CC(C)NC(=O)N(C)C[C@H]1Oc2ccc(NC(=O)Cn3cnnn3)cc2C(=O)N([C@H](C)CO)C[C@@H]1C,.,2%,-6%,-4%,-1.3%,-1%,-3%,.,18%,0%
CSc1ccc(CCNS(=O)(=O)c2csc(C(N)=O)c2)cc1,11%,-23%,16%,2%,0.5%,-1%,5%,2,-4%,0%
COc1ccc(-c2c(C)nn3c(N4CCCCCC4)cc(C)nc23)cc1OC,3%,-43%,4%,5%,3.3%,-4%,11%,-9,12µM*,-31%
O=C(NCC1CCCCC1)c1ccco1,3%,7%,0%,10%,0.2%,1%,-5%,0,5%,15%
O=C(Nc1ccc(Cl)c(C(F)(F)F)c1)[C@@H]1CC=C[C@@H]2CCN(C3CC3)C(=O)[C@@H]21,.,-1%,.,.,.,-2%,-6%,.,.,-7%
Fc1ccc(/C=N/Nc2nc3ccccc3[nH]2)cc1F,29%,-24%,8%,1%,-0.3%,1%,-1%,?,?,84%
Cc1ccc(-n2nc3c(=O)n(CCCC(=O)N4CCC(C(N)=O)CC4)nc(C)c3c2C)cc1,-11%,-15%,3%,-1%,0.1%,-3%,1%,-2,1%,-6%
CCOC(=O)N1CCN(C(=O)CN(C2CCCCC2)S(C)(=O)=O)CC1,6%,19%,15%,-2%,0.1%,3%,-1%,0,9%,-4%
CC(C)(C)C(=O)Nc1nnc(SCC(=O)Nc2ccc3c(c2)OCO3)s1,-2%,1%,-19%,-9%,-0.8%,0%,4%[46.1 µM],-2,-17%,-9%
CSc1ccc(C(=O)C2CCCN(C(=O)CCc3cnn(C)c3)C2)cc1 (stereo unspecified),0%,-20%,-1%,6%,0.0%,.,-14%,9,-19%,-1%
Cc1cc(C)c(O)c(-c2cc(C(=O)Nc3cccnc3)[nH]n2)c1,-15%,7%,7%,0%,-1.2%,-6%,1%,?,21µM*,63%
N#Cc1cccnc1Nc1ccc(Cl)cc1,-20%,-5%,-3%,0%,0.2%,0%,6%,1,10%,-36%

# 3 of the compounds above, with bars between the fields.
smiles | MLL CXXC-DNA inh | a7 integrin act | p53 reactivator | A-T KAP1 phos | B2AR arrestin | TSG101-PTAP inh | TCR act | TRPV1 ag | ELG1 DNA repair | BRCA1 expr up
CCCNC(=O)c1cccc(COCC(F)(F)C(F)F)c1 | -2% | 8% | -7% | 0% | 0.4% | -2% | -2% | -1 | -2% | 1%
CC(C)NC(=O)N(C)C[C@H]1Oc2ccc(NC(=O)Cn3cnnn3)cc2C(=O)N([C@H](C)CO)C[C@@H]1C | . | 2% | -6% | -4% | -1.3% | -1% | -3% | . | 18% | 0%
CSc1ccc(CCNS(=O)(=O)c2csc(C(N)=O)c2)cc1 | 11% | -23% | 16% | 2% | 0.5% | -1% | 5% | 2 | -4% | 0%

# Results in TSG101-PTAP inh, for some of the entries so far:
Molecule	TSG101-PTAP inh
O=C(Nc1ccccc1C(=O)NCCN1CCOCC1)c1ccc(Cl)cc1Cl	-5%
C=CCN(CC=C)C(=O)C(=O)c1cc(C)n(-c2ccc([N+](=O)[O-])cc2)c1C	-3%

# Continued.
SMILES,MLL CXXC-DNA inh,a7 integrin act,p53 reactivator,A-T KAP1 phos,B2AR arrestin,TSG101-PTAP inh,TCR act,TRPV1 ag,ELG1 DNA repair,BRCA1 expr up
CSc1ccc(S(=O)(=O)N2CCC(C(=O)Nc3ccccc3C(F)(F)F)CC2)cc1,11%,?,-3%,3%,0.1%,-5%,6%,5,-5%,-25%
COc1ccc(C2CC(=O)Oc3cc(C)c(Cl)cc32)cc1 (stereo unspecified),.,14%,-2%,6%,-0.8%,0%,1%[46.1 µM],.,15%,9%
COc1cccc(NC(=O)C(=O)NCc2ccncc2)c1,-7%,9%,5%,-4%,-0.4%,1%,0%,1,?,?
Cc1nc(=O)c(-c2ccccc2)c(C)n1CCCO,0%,15%,2%,4%,-1.0%,-1%,-2%,2,0%,0%
O=C(CSc1nnc(-c2ccc(Br)cc2)o1)Nc1cccc2ccccc12,4%,18%,.,.,.,1%,1%,0,.,40%
COc1ccc(N2CCN(S(=O)(=O)CCNC(=O)COc3ccccc3OC)CC2)cc1,3%,0%,1%,4%,0.3%,1%,3%,2,?,-8%
CCn1c(CNc2ccccc2Cl)nnc1SCCN1CCCCC1,14%,-11%,0%,-2%,-0.2%,0%,7%,-2,-2%,-30%
COc1ccc(N2CCCn3c2nc2c3c(=O)n(CCc3ccccc3)c(=O)n2C)cc1,-4%,-7%,1%,-9%,-0.1%,-2%,-23%,1,4.1µM*,-12%
COC(=O)C1=C(C)N(CCc2ccc(OC)c(OC)c2)C(=O)C1,-1%,15%,2%,-2%,-0.3%,-4%,-1%,-1,-1%,25%
Cc1ccc(N(CC(=O)NC2CCCC2)C(=O)CCCC(=O)Nc2ccccn2)cc1C,7%,20%,-1%,-4%,-0.1%,-2%,-6%,-2,2%,23%
COc1ccc(NC(=O)CSc2nnc(Cc3cccn3C)n2-c2ccc(F)cc2)cc1,6%,-10%,-5%,0%,-0.7%,-3%,1%[46.1 µM],-2,-4%,-11%
Cc1ccccc1CSCCNC(=O)CCSc1ccccc1,-4%,7%,2%,10%,2.6%,-7%,5%,?,?,-26%

# Bioassay records from PubChem.

# Hits appear at their usual frequency, and some 3.8% of all compounds hit somewhere here.
